From PubChem
HepG2 tox – HepG2 cytotoxicity, counter-screen for TGF-b inhibitors. HepG2 CAGA-GFP viability, ATP luminescence, 18 h. Potency, µM (top dose mostly 46.1 µM), without a hit: at the highest dose activity change, negative = cytotoxicity, hits mostly cytotoxic. 410,000 compounds, 0.76% hits; note: potency is the fitted concentration of half-maximal effect; some results filed as inactive show a strong effect at the top dose
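HepG2 CAGA-GFP cells (1000/well, DMEM with 1% FBS) received compound, then TGF-beta at 500 pg/mL final, and were incubated 18 hours at 37 degrees C. Viability was read by CellTiter-Glo luminescence. Media-only wells were set as complete cell-killing and DMSO as no toxicity.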
Nrf2 block – Nrf2 pathway inhibition. Potency, µM (doses to about 46 µM), for inactives: top-dose activity change, negative = inhibition, most hits filed as inhibitors. 360,000 compounds, 2.1% hits. A549 ARE-Fluc reporter, luciferase luminescence, 18-24 h. AID 504444; note: potency is the fitted concentration of half-maximal effect; % is set by controls: 0 for no effect and ±100 for the full control effect; nearly all actives have a fitted effect of over 60% in size
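Nrf2 function is reported as luminescence of an ARE-controlled luciferase in A549 cells. Compounds were tested at several concentrations, and a CellTiter-Fluor read on the same wells flagged cytotoxicity.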
Nrf2 activator – Nrf2 pathway activation; AID 624171; Potency, µM (titrated, usually from 46.1 µM), inactives show top-dose activation, most hits filed as activators; 410,000 compounds, 0.31% hits; AREc32 ARE-luciferase reporter (MCF7-derived line), luminescence, 24 h; note: potency is the fitted concentration of half-maximal effect; % of control where 0% means no effect; nearly all actives have a fitted effect of over 65% in size
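Luciferase luminescence (Steady-Glo, 30 min at room temperature) served as the read-out of ARE activation in AREc32 cells treated with compounds for 24 hr at 37 deg C.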
TGFb SMAD3 inh – TGF-b pathway inhibition; HepG2 CAGA-GFP TGF-b/SMAD3 reporter, GFP fluorescence, 18 h; TGF-beta stimulated, 500 pg/mL final; Potency, µM (doses to about 46.1 µM), for inactives: top-dose activity, negative = inhibition, usual class: inhibitors; 410,000 compounds, 1.2% hits; note: potency is the fitted concentration of half-maximal effect; % is set by controls: 0 for no effect and ±100 for the full control effect; nearly all actives have a fitted effect of over 65% in size
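HEPG2 CAGA-GFP cells (1000/well, DMEM with 1% FBS) were pre-incubated 2 h at 37 degrees C, given compound by pin tool, then stimulated with TGF-beta at 500 pg/mL final for 18 h before per-cell GFP fluorescence imaging.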
ATXN2 expr inh – reduces ATXN2 reporter expression in HEK-293 cells | 360,000 compounds, 0.72% hits | HEK-293 ATXN2-luciferase reporter, luminescence, 24 h | Potency, µM (titrated, usually from 57 µM), for inactives: top-dose activity change, negative = inhibition, hits mostly inhibitors | AID 1745845; note: potency is the fitted concentration of half-maximal effect; % is set by controls: 0 for no effect and ±100 for the full control effect; nearly all actives have a fitted effect of over 55% in size
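ATXN2-luciferase reporter cells (luciferase flanked by upstream and downstream ATXN2 gene portions) were treated 24 h at 37 °C with compounds at up to 57 uM. SteadyGlo luminescence gave expression; GF-AFC fluorescence gave viability.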
MCF10A rerep – inducers of DNA re-replication in MCF 10A breast cells; MCF 10A DNA re-replication, Hoechst nuclear intensity, 48 h; Potency, µM (series often up to 46.1 µM), for the others: top-dose activity, positive = re-replication, actives largely listed as activators; 350,000 compounds, 2.9% hits; note: potency is the fitted concentration of half-maximal effect; % of control where 0% means no effect; nearly all actives have a fitted effect of over 50% in size
A549 viability – kills or reduces viability of A549 cells in Nrf2 counter-screen; A549 ARE-Fluc cells, CellTiter-Fluor viability, 18-24 h; Potency, µM (doses to about 46 µM), for inactives: top-dose activity change, negative = cytotoxicity, usual class: inhibitors; 390,000 compounds, 0.16% hits; AID 504648; note: potency is the fitted concentration of half-maximal effect; % is set by controls: 0 for no effect and ±100 for the full control effect
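A549 ARE_Fluc cells in 5% FBS OPTI-MEM were exposed to compounds in concentration-response for 18-24 h at 37 deg C. Viability was read by CellTiter-Fluor fluorescence (Ex 405/Em 525) after 30 min, before the luciferase read.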
S2 tox – viability counter-screen for ATXN expression inhibitors; S2 cells (HEK-293 line with an ATXN2-luciferase reporter) viability, CellTiter-Fluor protease fluorescence, 24 h; Potency, µM (highest dose often 56.7 µM), usual class: cytotoxic; 400,000 compounds, 0.49% hits; AID 651635; note: potency is the fitted concentration of half-maximal effect; nearly all actives have a fitted effect of over 40% in size
IL-1B inflam inh – blocks inflammasome-driven IL-1 beta release; THP-1 LPS/ATP IL-1B secretion, AlphaLISA, 16 h; active compounds read low; activity change, % at 57.5 µM; AID 743279; 360,000 compounds, 4.7% hits; in the data active = activity change below about -50%; inconclusive = mostly about -30% to -49%; note: % is set by controls: 0 for no effect and ±100 for the full control effect
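Secreted IL-1B measured by AlphaLISA bead assay after 16 h compound exposure of THP-1 cells; compounds (final up to 57.5 uM) added 1 h before LPS (250 ng/mL) and ATP (1.25 mM) stimulation; lower signal means less secretion.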
Active calls of the source: *; i = inactive; ? = inconclusive; · = not tested or not shown; [ ] = another dose, or the depositor's remark. Unless noted, calls come from the whole dose curve; as a rule, active = well fitted curve in the direction sought with a large enough effect; inconclusive = small, poorly fitted or top-dose-only effect, or another doubt; inactive = no such curve, though single readings can be large; an effect the other way counts as inactive or inconclusive.

Sample of the layout, 8 compounds:
SMILES	HepG2 tox	Nrf2 block	Nrf2 activator	TGFb SMAD3 inh	ATXN2 expr inh	MCF10A rerep	A549 viability	S2 tox	IL-1B inflam inh
CCc1nc(C)c(C(=O)N2CCCC(C(=O)Nc3cccc(-c4cccc(C)c4)c3)C2)o1 (stereo unspecified)	-12%	-2%	-1.3%	-26%	-19%	13%	6%	i	-82*
Cc1cccc(C)c1C(O)c1ncc(-c2cccc(F)c2)[nH]1 (stereo unspecified)	-5%	·	-0.9%[9.22 µM]	0%	8%	·	·	i	13
COc1ccccc1CNC(=O)COc1cccnc1[N+](=O)[O-]	-34%	16%	0.1%	0%	19%	13%	-11%	i	-1
CCOC(=O)c1sc2nc3c(SCCC(=O)O)cc(C(=O)c4cc(OC)ccc4O)cn3c(=O)c2c1C	-19%	?	-0.1%	-28%	·	?	-14%	?	10
Cc1ccc2c(c1)cc1c(=O)n(CC(=O)NC(C)CCc3ccccc3)nc(C)n12 (stereo unspecified)	10%	6%	-1.4%	-2%	·	·	1%	·	·
CCn1ncc(CN2CCN(C(=O)Nc3ccccc3C(=O)OC)CC2)c1C	-5%	-26%	-0.1%	2%	-37%	9%	-3%	i	64
COc1ccc2[nH]cc(CCNC(=O)Cn3cc(C)c(=O)[nH]c3=O)c2c1	-3%	12%	-1.1%	-1%	6%	?	1%	i	24
Cc1nc(SCC(=O)Nc2cc(Cl)ccc2[N+](=O)[O-])nc(C)c1C	6%	4%	9.2%	-13%	1%	9%	2%	i	0

Results, from the start:
SMILES	HepG2 tox	Nrf2 block	Nrf2 activator	TGFb SMAD3 inh	ATXN2 expr inh	MCF10A rerep	A549 viability	S2 tox	IL-1B inflam inh
CCc1nc(C)c(C(=O)N2CCCC(C(=O)Nc3cccc(-c4cccc(C)c4)c3)C2)o1 (stereo unspecified)	-12%	-2%	-1.3%	-26%	-19%	13%	6%	i	-82*
Cc1cccc(C)c1C(O)c1ncc(-c2cccc(F)c2)[nH]1 (stereo unspecified)	-5%	·	-0.9%[9.22 µM]	0%	8%	·	·	i	13
COc1ccccc1CNC(=O)COc1cccnc1[N+](=O)[O-]	-34%	16%	0.1%	0%	19%	13%	-11%	i	-1
CCOC(=O)c1sc2nc3c(SCCC(=O)O)cc(C(=O)c4cc(OC)ccc4O)cn3c(=O)c2c1C	-19%	?	-0.1%	-28%	·	?	-14%	?	10
Cc1ccc2c(c1)cc1c(=O)n(CC(=O)NC(C)CCc3ccccc3)nc(C)n12 (stereo unspecified)	10%	6%	-1.4%	-2%	·	·	1%	·	·
CCn1ncc(CN2CCN(C(=O)Nc3ccccc3C(=O)OC)CC2)c1C	-5%	-26%	-0.1%	2%	-37%	9%	-3%	i	64
COc1ccc2[nH]cc(CCNC(=O)Cn3cc(C)c(=O)[nH]c3=O)c2c1	-3%	12%	-1.1%	-1%	6%	?	1%	i	24
Cc1nc(SCC(=O)Nc2cc(Cl)ccc2[N+](=O)[O-])nc(C)c1C	6%	4%	9.2%	-13%	1%	9%	2%	i	0
COc1ccc2nc(C)cc(N/N=C/c3ccccc3)c2c1	-100%	-10%	2.0%	?	?	23µM*	-3%	·	-86*
COc1ccc(S(=O)(=O)N2CCCCC2)cc1NC(=O)CCCNC(=O)c1ccc(Cl)cc1	9%	-12%	-0.3%	0%	12%	13%	-1%	i	-10
COC(=O)c1ccc(COC(=O)CSCC(=O)Nc2ccc(C)cc2C)cc1	0%	-2%	-0.2%	2%	-5%	-1%	-8%	i	32
CCOC(=O)N1CCN(C(=O)CSc2ccc3nnc(-c4cccnc4)n3n2)CC1	-7%	-9%	0.2%	-6%	-1%	-31%[inhibitor]	2%	i	-28
CC(=O)Nc1nc(Cn2nnc(-c3ccc4c(c3)OCO4)n2)nc(N(C)C)n1	9%	-6%	-0.4%	0%	-17%	1%	-14%	i	3
COc1cc2c(cc1OC)C(C)N(C(=S)NC(=O)c1ccccc1)CC2 (stereo unspecified)	-26%	?	4.7%	-29%	0%[11.3 µM]	-22%	-9%	?	30
O=C1NC[C@H](CCCCN2C[C@H](Cc3ccc(O)cc3)N(CCC3CCCCC3)C(=O)C2=O)N(CC2CCCCC2)C1=O	·	·	-0.9%	·	17%	·	·	?	-2
O=C(CN1CCN(S(=O)(=O)c2ccccc2)CC1)Nc1ccccc1Cl	-1%	-7%	4.0%	-16%	-20%	?	-5%	i	3
COc1ccc(/C=N/NC(=O)Cn2cc(C(F)(F)F)ccc2=O)cc1	10%	-19%	-0.7%	21%	2%	8%	1%	i	-2
CSc1nnc(-c2cc(Br)ccc2N=Cc2c(C)[nH]n(-c3ccccc3)c2=O)c(=O)[nH]1	-33%	4%	0.3%	0%	-7%	0%	-6%	i	4
CCOC(=O)CC1COCCN1C(=O)c1ccc2oc(Cc3ccccc3)nc2c1 (stereo unspecified)	1%	?	3.7%	-2%	37%	4%	1%	i	22
CN(C)CCN1CCN(C2CN(C3CCCC3)S(=O)(=O)C2)CC1 (stereo unspecified)	9%	·	-1.1%	5%	4%	·	·	i	61
Cc1cccc(S(=O)(=O)c2cn(Cc3ccccc3)c3cc(N4CCC(C)CC4)c(F)cc3c2=O)c1	2%	13%	-1.3%	-12%	·	·	-3%	·	·
OC1C[N+]2(CCCCC2)C1	-23%	0%	-0.1%	-3%	-1%	2%	-11%	i	22
COC(=O)c1cc(=O)c2c(C)nc(C(Cl)(Cl)Cl)nc2[nH]1	-19%	-15%	0.5%	-3%	-6%	2%	3%	i	24
COc1cccc(CN2CCN(Cc3ccc(C)o3)CC2CCO)c1 (stereo unspecified)	1%	27%	-0.5%	6%	·	0%	10%	i	-24
CC(OC(=O)CCc1nc2ccccc2c(=O)[nH]1)C(=O)Nc1cccc(C(F)(F)F)c1 (stereo unspecified)	5%	-3%	0.0%	9%	0%	-30%	-10%	i	20
Cn1nc(-c2ccccc2)c(CO)c1Oc1cccc(C(F)(F)F)c1	-10%	?	0.0%	-22%	-23%[11.3 µM]	5%	?	i	-9
CC1(C)CC(=O)C=C(NCCCN2CCCC2=O)C1	-3%	-7%	-0.6%	7%	1%	3%	-5%	i	-15
CC1CCc2nc(NC(=O)Cc3cccs3)sc2C1 (stereo unspecified)	-2%	·	4.0%	2%	63%[activator]	?	2%	i	?
CCCCNC(=O)c1cc(-c2ccc3c(c2)OCO3)on1	6%	?	3.0%	0%	-1%	7%	1%	?	5
COC(=O)C(Cc1cncn1COCc1ccccc1)NC(=O)OC(C)(C)C (stereo unspecified)	-1%	2%	0.0%	12%	-8%	16%	-2%	i	2
O=C(CSc1nnc2ccc(-c3ccccn3)nn12)NCCc1ccccc1	-4%	-4%	0.1%	19%	-8%	-4%	3%	i	12
COCc1cc(C)[nH]c(=O)c1C#N	-7%	·	2.6%	-13%	-3%	-15%	10%	i	5
CCOc1ccc(NC(=O)CCNC(=O)c2ccco2)cc1	-10%	16%	-0.1%	-7%	18%	0%	1%	i	9
Cc1ccc(CSCC(=O)N2CCCC2)cc1	14%	3%	-0.3%	13%	20%	?	1%	i	9
CCC(CO)NCc1ccc(-c2ccccc2)cc1 (stereo unspecified)	-17%	19%	4.3%	6%	-11%	16%	-6%	i	0
Cn1c(SCC(=O)NNC(=O)c2ccccc2)nnc1C1CC1	9%	-8%	-0.7%	-12%	2%	-9%	-4%	i	7
CCCSc1nsc(SCCC)c1C#N	-25%	?	8.4%	33%[activator]	12%	-1%	11%	i	-14
O=C(NCc1ccccc1)c1ccc2oc(=O)n(Cc3ccccc3)c2c1	2%	·	0.8%	-8%	16%	·	-2%	i	·
COc1ccccc1-c1cc(C(=O)N/N=C/c2ccc(C)o2)c2ccccc2n1	-17%	?	-0.4%	1%	50%[activator]	6%	-10%	i	44
CCOC(=O)c1sc(=NC(=O)COc2ccc(Cl)cc2)n(C)c1C	-3%	14%	0.3%	1%	-13%	8%	-2%	i	10
CCc1ccc(-c2csc3ncn(CC)c(=O)c23)cc1	-9%	-5%	-0.3%	-9%	·	2%	-9%	i	-24
CC(=O)CC1c2ccccc2C=C(c2ccsc2)N1c1ccc(-c2cccs2)cc1 (stereo unspecified)	·	·	-0.8%	·	-15%	·	·	i	51
CN(C)c1nc(-c2cccnc2)nc(-c2ccccc2)c1C#N	5%	-3%	0.3%	6%	-9%	0%	1%	i	5
CCOc1ccc(NC(=O)c2cccs2)c([N+](=O)[O-])c1	-5%	?	4.0%	14%	16%	-1%	1%	?	-10
CCOC(=O)N1CCC(NC(=O)C(NS(=O)(=O)c2ccc3c(c2)CCN3C(C)=O)C(C)C)CC1 (stereo unspecified)	2%	0%	-0.2%	7%	-3%	0%	0%	i	13
COc1ccc(-c2nc(N)nc(C(F)(F)F)c2-c2csc(C)n2)c(O)c1	3%	1%	-0.5%	6%	2%	0%	0%	i	68
CCOC(=O)c1c(C)[nH]c(C(=O)COC(=O)/C=C/c2ccc3c(c2)OCO3)c1C	26%	0%	-0.8%	13%	-36%	-11%	7%	i	18
CCc1cccc(NC(=O)CN(C)S(=O)(=O)c2ccc3c(c2)n(C)c(=O)c(=O)n3C)c1	-2%	-5%	3.7%	-6%	12%	·	1%	i	·
Cn1c(=O)cc(SCC(=O)NCCCN2CCOCC2)c2ccc(Cl)cc21	-18%	-14%	1.7%	-2%	16%	1%	1%	i	-30
CCn1cc(CCCC(=O)NCc2cccnc2)c2ccccc21	0%	-15%	0.0%	2%	-23%	27%	1%	i	-9
COc1ccc(N(CC(=O)N2CCN(Cc3ccccc3)CC2)S(C)(=O)=O)cc1OC	3%	-19%	0.3%	19%	·	-1%	2%	i	11
Fc1ccccc1N1CCN(c2ncnc3c2nc2n3CCCC2)CC1	-16%	21µM*	0.3%	-25%	·	·	-6%	·	·

An unsorted share of the library; about 8.8% have a hit in one of these screens.
